bIAP inh: blocks bovine intestinal alkaline phosphatase activity; purified bovine IAP, CDP-star luminescence, 30 min; inhibition, % at 20 µM; 190,000 tested, under 10 active;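 active = over 50% inhibition of intestinal alkaline phosphatase at 20 µM in the single-dose screen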
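Assay system – bovine IAP enzyme · Quantity – bovine IAP at 1/65,000,000 final dilution · Detection – CDP-star luminescence signal · Times – 30 min reaction at room temperature · Also added – CDP-star substrate at 30 µM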
STAT3 blocker: reduces IL-6 driven STAT3 reporter signal; U3A cells, IL-6 STAT3-luciferase reporter, luminescence; host cell line lacks STAT1; inhibition, % at 5.5 µM; 0.89% of 190,000 active; AID 862;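 active = inhibition above the mean inhibition across all screened compounds plus 3 SD, cut at about 44% in these data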;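 also: 0% = DMSO only wells and 100% = 100 µM nifuroxazide control wells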
STAT3 activator: STAT3 signaling activation; U3A cells, IL-6 STAT3-luciferase reporter, luminescence; 100% = signal with IL-6 EC80 alone; activation (% of control), % at 5.6 µM; 0.91% of 190,000 active; AID 871;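 active = activation above the screen-wide mean of compound activation plus 3 SD, cut at about 130% in these data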;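 also: 0% = background luminescence of wells with medium and substrate only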
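Material: STAT1-lacking human U3A cells, STAT3 luciferase reporter | Benchmarks: IL-6-only wells as 100% reference | Probe or stimulus: IL-6 (33 ng/mL) | Timing: Compound 1 h, then IL-6 6 h at 37 °C | Detection: Luminescence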
PPARg SRC-2 ag: agonists of SRC-2 recruitment by human PPARgamma; 0.34% of 200,000 active; P37231; activation, % at 8 µM; PPARgamma LBD-SRC-2 recruitment, biochemical; in the data active = activation above about 22%;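 also: 0% = vehicle and 100% = reference agonist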
TNAP act hi DEA: increases human TNAP activity under high phosphate acceptor concentration; P05186; purified TNAP, CDP-star luminescence, 1 M DEA, 30 min; hits give high values; 0 = EDTA background, 1 = DMSO-only activity; activation factor at 20 µM; 200,000 tested, under 10 active; AID 1136;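 active = activation factor at least 2 at 20 µM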
Target sequence (P05186 whole entry, looked up): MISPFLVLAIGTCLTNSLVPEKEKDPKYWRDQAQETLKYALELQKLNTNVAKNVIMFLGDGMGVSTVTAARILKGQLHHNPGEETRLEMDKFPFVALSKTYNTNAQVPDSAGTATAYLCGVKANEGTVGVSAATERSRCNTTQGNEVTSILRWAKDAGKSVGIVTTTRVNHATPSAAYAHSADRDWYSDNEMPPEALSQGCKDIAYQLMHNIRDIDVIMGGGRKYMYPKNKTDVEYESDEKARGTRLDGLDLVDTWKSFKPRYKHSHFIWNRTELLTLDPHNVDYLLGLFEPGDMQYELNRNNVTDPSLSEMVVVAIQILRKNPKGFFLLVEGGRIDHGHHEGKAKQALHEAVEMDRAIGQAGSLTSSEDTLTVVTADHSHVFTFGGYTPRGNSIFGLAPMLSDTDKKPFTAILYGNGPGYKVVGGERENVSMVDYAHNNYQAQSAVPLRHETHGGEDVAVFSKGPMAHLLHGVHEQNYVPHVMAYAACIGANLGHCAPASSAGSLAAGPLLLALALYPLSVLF
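Dosing: 20 µM single point. System: human TNAP. Amount: TNAP 1/800 final. Incubation: 30 min, room temperature. Read-out: TNAP activation factor scaled between EDTA and DMSO control wells. Signal: luminescence from CDP-star hydrolysis. Medium: 1 M DEA, pH 9.8, Mg2+, Zn2+. Control set: EDTA negative control, DMSO positive control.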
bIAP act: intestinal alkaline phosphatase (bovine) activation | AID 1016 | purified bovine IAP, CDP-star luminescence, 30 min; hits give high values; fold of DMSO-control signal, blank-subtracted | activation factor at 20 µM | 0.17% of 200,000 active;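 active = activation factor of 2 or more at 20 µM, a signal rise over negative controls twice the positive control's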
STAT1 inh: inhibitors of IFN-gamma induced STAT1 signaling. inhibition, % at 5.5 µM. NIH 3T3 STAT1-luciferase reporter, luminescence. 0.35% of 200,000 active;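 active = inhibition above a set limit, the mean inhibition across all tested compounds plus 3 SD, cut at about 34% in these data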;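 also: 0% = IFN-gamma with DMSO and 100% = IFN-gamma with 300 µM nifuroxazide; values of inactives mirror those of a sister screen read the other way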
TR-FRET SRC-2 ct: flags TR-FRET format artefacts in PPARgamma SRC-2 recruitment agonist screen; TR-FRET artefact counter-screen; hits give high values; TR-FRET ratio at 8 µM; 0.4% of 200,000 active; AID 1049; in the data active = TR-FRET ratio above about 2000; also: inactives centre near 1500
PPARg SRC-3 ag: agonists of human PPARgamma SRC-3 coactivator recruitment | activation, % at 8 µM | 0.26% of 200,000 active | biochemical PPARgamma/SRC-3 coactivator recruitment assay | AID 731 | P37231; in the data active = activation above about 23%;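 also: 0% = DMSO and 100% = reference agonist; some compounds past the cut are filed as inactive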
ROMK mod: human ROMK K+ channel modulation, primary screen. P48048. Tet-inducible ROMK, thallium flux fluorescence; actives lie on both sides. B-score at 10 µM. 2% of 130,000 active. AID 1918;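 active = signal ratio slope over the read window, or its plate-corrected B-score, at least 3 SD from the plate mean, either direction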;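 also: B-score of the F/F0 ratio slope over 7 to 12 s after thallium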
Target sequence (P48048 whole entry, looked up): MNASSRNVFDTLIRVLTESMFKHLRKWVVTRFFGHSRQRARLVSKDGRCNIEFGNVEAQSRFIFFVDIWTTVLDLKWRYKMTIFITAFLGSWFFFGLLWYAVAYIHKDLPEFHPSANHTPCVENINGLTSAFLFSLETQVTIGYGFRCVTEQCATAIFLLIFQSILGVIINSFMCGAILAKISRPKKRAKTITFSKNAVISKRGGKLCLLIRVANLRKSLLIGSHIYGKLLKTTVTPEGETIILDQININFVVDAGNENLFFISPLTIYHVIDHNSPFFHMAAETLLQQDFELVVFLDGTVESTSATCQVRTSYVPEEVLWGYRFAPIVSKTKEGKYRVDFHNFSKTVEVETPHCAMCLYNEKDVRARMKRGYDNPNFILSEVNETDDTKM
PPARg SRC-1 ag: agonists of human PPARgamma SRC-1 coactivator recruitment; PPARgamma-SRC-1 coactivator recruitment biochemical assay; activation, % at 8 µM; 0.41% of 200,000 active; AID 631; in the data active = activation above about 19%;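 also: 0% = DMSO and 100% = reference agonist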
Active calls of the source: *; / = no result given.

SMILES	bIAP inh	STAT3 blocker	STAT3 activator	PPARg SRC-2 ag	TNAP act hi DEA	bIAP act	STAT1 inh	TR-FRET SRC-2 ct	PPARg SRC-3 ag	ROMK mod	PPARg SRC-1 ag
COc1ccc([C@@H](C)NC(=O)CCc2nnc(-c3cc(C)on3)o2)cc1	6	9	102	2	1.1	0.9	-4	1511	-4	0.026	-8
COc1ccccc1NC(=S)N(c1ccccc1)C(C)C	-1	9	99	-6	1	1	-7	1451	-5	0.48	-3
O=C(C1=C[C@@H](c2ccccc2)C[C@@H](OCc2ccc(CO)cc2)O1)N1CCCCCCC1	-12	/	/	-2	1.1	1.1	-2	1474	-4	/	-4
Cc1ccc(-n2cc(CN3CCCN(C=O)CC3)c(-c3ccc(F)cc3)n2)cc1	-8	10	93	-8	1	1.1	-7	1450	1	-0.032	1
Cc1c(O)ccc(C(=O)CN2C(=O)c3ccccc3C2=O)c1O	2	-1	102	-2	1	1	-3	1328	2	/	-5
COc1ccccc1N1CCN(C(=O)CN(C2CCCCC2)S(C)(=O)=O)CC1	-19	7	99	4	1	1.2	9	1552	3	0.098	-3
CC1=C(C(=O)Nc2ccccc2)C(c2ccc(C)o2)n2c(s/c(=C/c3ccccc3)c2=O)=N1 (centres undefined)	-6	-4	101	-2	1	1.1	3	1332	-3	-1	4
CCCC(=O)Nc1nc2ccc(S(N)(=O)=O)cc2s1	7	15	92	17	1	0.9	-11	1686	3	/	-3
CCOC(=O)CSc1nnc(NCC(=O)OC)c(=O)[nH]1	27	16	91	0	1	0.7	14	1394	4	0.33	5
CCc1cc(=O)[nH]c(SCCC(F)=C(F)F)n1	7	-8	108	-1	1	0.9	11	1520	0	0.74	9

Among those listed so far, 3 contain an aryl methoxy group:
SMILES	bIAP inh	STAT3 blocker	STAT3 activator	PPARg SRC-2 ag	TNAP act hi DEA	bIAP act	STAT1 inh	TR-FRET SRC-2 ct	PPARg SRC-3 ag	ROMK mod	PPARg SRC-1 ag
COc1ccc([C@@H](C)NC(=O)CCc2nnc(-c3cc(C)on3)o2)cc1	6	9	102	2	1.1	0.9	-4	1511	-4	0.026	-8
COc1ccccc1NC(=S)N(c1ccccc1)C(C)C	-1	9	99	-6	1	1	-7	1451	-5	0.48	-3
COc1ccccc1N1CCN(C(=O)CN(C2CCCCC2)S(C)(=O)=O)CC1	-19	7	99	4	1	1.2	9	1552	3	0.098	-3

(listing goes on)
SMILES	bIAP inh	STAT3 blocker	STAT3 activator	PPARg SRC-2 ag	TNAP act hi DEA	bIAP act	STAT1 inh	TR-FRET SRC-2 ct	PPARg SRC-3 ag	ROMK mod	PPARg SRC-1 ag
COc1ccccc1CNC(=O)COC(=O)c1cc(-c2ccco2)nc2ccccc12	7	-6	104	11	1	0.9	3	1501	-2	-1.6	7
COCc1nnc(NC(=O)CCN2C(=O)c3ccccc3C2=O)s1	-8	1	102	-13	1	1.1	-4	1480	5	/	-2
CCn1c(-c2ccc3ncccc3c2)n[nH]c1=S	-1	11	99	5	1	1	-6	1511	7	/	2
O=C(c1noc2c1CCc1ccccc1-2)N1CCOCC1	2	10	95	1	1.1	1	-12	1561	-1	/	2
COc1ccc(C(F)(F)F)cc1N/C=C\c1nnnn1-c1ccc(C)cc1	11	2	105	9	1	0.9	2	1417	3	-0.2	7
COc1cccc(-c2cc(=O)[nH][nH]2)c1	-10	12	99	0	1	1.1	4	1717	2	0.26	5
CN(C)S(=O)(=O)N1CCN(c2ccccc2Cl)CC1	7	-5	104	8	1	0.9	-2	1739	2	0.16	0
O=C(Nc1ccc(Cl)cc1C(=O)NCC1CCCO1)c1ccc(Cl)cc1Cl (centres undefined)	4	11	90	-3	1	1	15	1589	4	/	9
CCOC(=O)C1CCN(C(=O)c2cccnc2Cl)CC1	1	3	100	-5	1	1	-6	1484	4	/	-3
Cc1cc(O)c(/C=N/Nc2cccc(Cl)c2)c(=O)o1	7	0	107	3	1	0.9	6	1374	3	0.18	0
CN(CC(=O)Nc1ccc(S(=O)(=O)N2CCCC2)cc1)CC(=O)Nc1cccc(F)c1	-18	7	95	8	1	1.2	2	1705	4	0.15	-2
CCC/C(=N\NC(=O)c1ccc(OC)c(OC)c1)c1ccccc1	12	-4	107	8	1	0.9	-3	1575	5	0.25	11
CCc1ccc2nc(SCC(=O)NCC3CCCO3)c(C#N)cc2c1 (centres undefined)	-1	8	95	-2	1	1	-10	1448	1	0.35	7
CC(=O)N(Cc1cccnc1)Cc1cc2ccccc2[nH]c1=O	8	0	103	-3	1.1	0.9	8	1367	0	0.26	-5
O=C(NCCNC1CCN(Cc2ccccc2)CC1)c1cccs1	0	6	100	0	1	1	-2	1722	2	-1.8	-3
O=C(CSc1nnc(-c2ccc(Br)cc2)o1)Nc1cccc2ccccc12	3	4	100	5	1	1	-4	1572	12	/	2
COc1cccc(NC(=S)NCc2ccc3c(c2)cc(C)n3C)c1	0	1	104	-1	1	1	2	1922	0	-0.57	3
COC(=O)c1sccc1NC(=O)c1cccc(OC)c1	17	-40	135*	0	1	0.8	1	1420	-1	-0.66	1
Cc1ccc(-c2nnc(-c3ccccc3S(=O)(=O)Cc3ccc(Cl)cc3)o2)cc1	11	8	102	-3	1	0.9	-5	1599	-12	/	11
COc1cccc(/C=N/NC(=O)c2cc(C34CC5CC(CC(C5)C3)C4)[nH]n2)c1	-24	6	103	-4	0.9	1.2	-2	1490	-5	/	1
Nc1nc(-c2ccccc2)c(-c2ccc([N+](=O)[O-])cc2)s1	-7	-11	111	2	0.9	1.1	3	1552	-1	-0.23	-2
O=C(CSc1ncnc2c1nnn2Cc1ccc(F)cc1)NC1CCCC1	-8	4	102	12	1	1.1	5	1497	3	-0.029	5
CCOc1cc(/C=N\NC(=O)CN2CCOCC2)ccc1OCc1ccc(F)cc1	-4	-4	101	-1	1	1	1	1667	7	-0.26	5
Cc1cccc(OCc2nnc3n2CCCCC3)c1	5	6	97	3	1.1	1	-9	1530	4	0.078	-4
O=C(Nc1c(F)cc(F)cc1Br)c1cc(-c2ccco2)on1	9	11	98	7	1	0.9	-15	1509	8	/	0
COc1ccc(S(=O)(=O)N2Cc3ccccc3CC2C(=O)N2CCOCC2)cc1OC (centres undefined)	5	6	100	11	1	1	2	1523	5	/	4
CC(=O)N1C(=O)N(C(C)=O)C2C1N(C(C)=O)C(=O)N2C(C)=O (centres undefined)	2	5	98	-2	1.1	1	3	1410	-4	1.3	0
CC(C)(C)NC(=O)c1ccccc1NC(=O)C1CCCO1 (centres undefined)	0	10	98	-3	1	1	-8	1482	-1	0.59	2
C=CCNS(=O)(=O)c1ccc(OCC(=O)OC)cc1	4	0	105	7	1	1	4	1587	9	/	10
Cc1ccc(S(=O)(=O)Nc2c3ccccc3nc(=O)n2-c2ccccc2)cc1	11	-2	102	8	1	0.9	-2	1599	3	/	8
COc1ccc(N2CCN(C(=O)CCCn3c(=O)[nH]c4ccsc4c3=O)CC2)cc1	5	12	97	8	1	1	4	1620	3	/	7
CCOC(=O)C1CCCN(C(=O)c2ccc(Cn3c(=S)[nH]c4cc(C(=O)OC)ccc4c3=O)cc2)C1 (centres undefined)	5	6	96	4	1	0.9	-1	1734	0	-0.19	12
O=C(NC(=S)NCCSc1ccccc1)c1cccnc1	-10	-2	104	-1	1	1.1	-13	1334	3	-0.071	-2
COc1ccc(NS(=O)(=O)c2cccc(NC(=O)c3ccc(S(=O)(=O)N4CCCCCC4)cc3)c2)cc1	-6	61*	49	1	1	1.1	20	1532	1	/	2
C/C(=N\NC(=S)NC1CCCCC1)c1ccc(OC(F)F)cc1OC(F)F	-1	10	95	4	1	1	5	1714	6	0.12	9
CCOC(=O)c1ccc(NC(=S)N2CCN(CCNC3=CC(=O)CC(C)(C)C3)CC2)cc1	-5	31	81	7	1	1	6	1702	2	-0.4	9
COc1ccc(NC(=O)c2ccc(-n3cccn3)nc2)c(OC)c1	6	4	97	4	1	0.9	6	1480	4	/	3
Cc1ccc(-c2nc3ccccc3c(=O)n2CCCn2ccnc2)cc1	-2	-1	104	2	0.9	1	1	1663	5	/	-1
CCOc1ccc(-c2ccc(/C=C3/C(=N)N4C=CSC4=NC3=O)o2)c([N+](=O)[O-])c1	6	23	82	5	0.8	0.9	9	1562	5	/	9
CC(C)N1CC(C(=O)Nc2nc3ccccc3s2)CC1=O (centres undefined)	-2	-12	114	16	1	1	-14	1498	2	-0.22	3
COc1cccc(-n2c(SCC(=O)NCc3cccs3)nc3ccccc3c2=O)c1	0	-8	105	1	1	1	1	1664	-2	0.48	0
COc1ccc(-n2c(=O)c3c4c(sc3n3cnnc23)CC(C)CC4)cc1 (centres undefined)	/	20	85	-2	/	/	1	1379	4	/	4
CC(=O)N1CCC2(CC1)C/C(=N\NC(=S)Nc1ccc(C)cc1)c1cc(O)ccc1O2	4	-2	105	6	1	1	-3	1703	2	0.47	17
Cc1ccc(NC(=O)CS(=O)CC(=O)NCC2CCCO2)cc1 (centres undefined)	-3	-4	105	3	1	1	-4	1241	-6	/	2
COCCn1c(-c2ccc(Cl)cc2)nc2c(c(=O)c3ccccc3n2C)c1=O	23	1	102	12	1	0.8	11	1865	2	/	-2
Cn1ncc(N=Cc2ccccc2)c1C(N)=O	6	11	96	0	1.1	0.9	-5	1441	-12	0.69	4
Cc1ccc(CNC(=O)Cc2noc3ccccc23)cc1	-8	29	78	7	1	1.1	-2	1706	-1	-0.02	2
C=CCN(Cc1cccc(OC)c1OC)S(=O)(=O)N(C)C	2	2	102	5	1	1	13	1623	2	/	8
O=C(CCc1ccc(S(=O)(=O)N2CCOCC2)cc1)Nc1nccs1	17	-7	108	4	1.1	0.8	7	1607	-4	/	-2
O=C(COC(=O)c1c(Cl)cccc1Cl)Nc1cc(Cl)ccc1Oc1ccccc1	11	-9	108	-9	1	0.9	11	1496	-2	/	-6
The list goes on.
SMILES	bIAP inh	STAT3 blocker	STAT3 activator	PPARg SRC-2 ag	TNAP act hi DEA	bIAP act	STAT1 inh	TR-FRET SRC-2 ct	PPARg SRC-3 ag	ROMK mod	PPARg SRC-1 ag
CC(=O)N1CCN(c2ccc(NC(=O)c3ccc4c(c3)OCCO4)cc2Cl)CC1	1	12	93	6	1	1	-7	1559	0	/	1
Cc1cccc(C)c1N(Cc1ccccc1F)S(C)(=O)=O	0	3	103	10	1	1	13	1504	6	0.82	9
CC(C)Oc1ccc(C(CC(=O)O)n2cnnn2)cc1 (centres undefined)	-5	7	98	3	1	1	2	1545	1	1.7	3
COCCNC(=S)N(Cc1cc2cc(C)ccc2n2nnnc12)C1CCCC1	2	3	105	1	1	1	-2	1421	1	-0.023	-9
c1ccc(CCNc2nnnn2-c2ccccc2)cc1	5	2	102	-9	1	0.9	-6	1381	2	/	0
Cc1noc(C)c1CSc1nnc2ccccn12	5	-4	104	8	1	1	3	1450	-8	/	-1

Screens: PubChem, several laboratories
